# Screening data (PubChem BioAssay)
# hIAP activ = human IAP activation; P09923; purified human IAP, CDP-Star luminescence, 30 min; active compounds read high; 1 = vehicle-only enzyme, 0 = enzyme-free background; activation factor at 10 µM; 330,000 tested, 0.16% active; AID 2524;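 active = activation factor of the enzyme at least 2-fold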; note: the source names both 10 and 20 µM as test concentration; values of inactives mirror those of a sister screen read the other way
# Target sequence (P09923 whole entry, looked up): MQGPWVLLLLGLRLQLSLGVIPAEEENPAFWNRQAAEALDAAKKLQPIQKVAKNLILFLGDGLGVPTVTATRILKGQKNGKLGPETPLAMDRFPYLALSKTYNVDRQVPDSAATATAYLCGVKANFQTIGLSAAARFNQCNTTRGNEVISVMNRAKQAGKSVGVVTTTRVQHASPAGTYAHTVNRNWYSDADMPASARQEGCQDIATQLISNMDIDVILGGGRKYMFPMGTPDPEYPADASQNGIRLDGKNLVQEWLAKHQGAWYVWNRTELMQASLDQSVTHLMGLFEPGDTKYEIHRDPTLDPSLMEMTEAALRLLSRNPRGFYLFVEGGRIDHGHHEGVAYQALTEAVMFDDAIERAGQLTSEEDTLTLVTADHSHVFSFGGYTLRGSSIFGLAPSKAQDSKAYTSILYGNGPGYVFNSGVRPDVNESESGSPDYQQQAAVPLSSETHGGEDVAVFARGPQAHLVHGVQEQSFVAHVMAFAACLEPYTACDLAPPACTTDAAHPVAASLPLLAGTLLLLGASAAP
# NLRP3 yeast inh = inhibitors of NALP3 inflammasome in yeast; AID 2825; Yeast reconstituted NLRP3/ASC/caspase-1, beta-gal luminescence, 24 h; 330,000 tested, 0.39% active; inhibition, % at 10 µM;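 active = inhibition of 50% or more; inactive = inhibition below 50%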;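 note: plate controls were induced DMSO wells for no effect and uninduced yeast grown without galactose for full effect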
# hIAP block = human IAP inhibition; purified IAP, CDP-Star luminescence, 30 min; inhibition, % at 10 µM; 330,000 tested, 0.12% active;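 active = inhibition reaching a set limit with compound at 10 µM in the primary screen, cut at about 35% in these data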;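 note: plate controls were DMSO wells with enzyme for no effect and no-enzyme buffer wells for full effect; values of inactives mirror those of a sister screen read the other way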
# beta cell repl = induces beta-cell replication in MIN6 cells. proliferation, % at 10 µM. 330,000 tested, 0.29% active. MIN6 cells proliferation, ATPlite luminescence, 48 h; cells starved in 0.2% serum; 100% = growth in 10% serum. AID 2380;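 active = compounds whose signal lies at least 3.5 SD above the mean of all wells on their plate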;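 note: 0% = DMSO-treated cells in low-serum medium and 100% = 10% serum control; some compounds called inactive have numbers as strong as hits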
# SENP1 FRET inh = blocks the human SENP1 SUMO protease catalytic domain; Q9P0U3; recombinant SENP1 catalytic domain, CyPet-SUMO1-YPet FRET cleavage; inhibition, % at 10 µM; 360,000 tested, 0.21% active; AID 624204;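 active = inhibition at least 30% at 10 µM, raw YFP signal under a set limit, fluorescence ratio 0.5 to 1.5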;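 note: 0% = enzyme with DMSO and 100% = no enzyme wells; some results filed as inactive read as strong as hits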
#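 Assay system: hSENP1 catalytic domain, recombinant. Amount: SENP1 enzyme, 20 pM final. Schedule: 50 min reaction, RT, dark. Technique: FRET, CFP and YFP emission. Control set: no-enzyme wells low, DMSO-plus-enzyme wells high control.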
# mIAP act = increases mouse intestinal alkaline phosphatase activity; muIAP, CDP-Star luminescence, 30 min; active compounds read high; 1 = vehicle-only enzyme signal, 0 = enzyme-free wells; activation factor at 10 µM; 330,000 tested, 0.24% active;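 active = activation factor of at least 2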; note: the source names both 10 and 20 µM as test concentration; values of inactives mirror those of a sister screen read the other way
#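 Assay system: mouse IAP enzyme; Reagent: CDP-Star chemiluminescent phosphatase substrate; Compound: DMSO-dissolved test compounds; Incubation: 30 min, room temperature; Technique: luminescence from enzymatic CDP-Star hydrolysis; Controls: DMSO-only wells and no-enzyme negative control.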
# A3A deaminase = inhibitors of human APOBEC3A DNA deaminase. P31941. recombinant A3A, FAM/TAMRA ssDNA deamination fluorescence. inhibition, % at 20 µM. 330,000 tested, 0.41% active;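 active = at least 40% inhibition at 20 µM here, with at most 30% in a related deaminase screen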;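 note: plate controls were A3A with DMSO for no effect and wells lacking A3A enzyme for full effect; some results filed as inactive read as strong as hits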
# Target sequence (P31941 whole entry, looked up): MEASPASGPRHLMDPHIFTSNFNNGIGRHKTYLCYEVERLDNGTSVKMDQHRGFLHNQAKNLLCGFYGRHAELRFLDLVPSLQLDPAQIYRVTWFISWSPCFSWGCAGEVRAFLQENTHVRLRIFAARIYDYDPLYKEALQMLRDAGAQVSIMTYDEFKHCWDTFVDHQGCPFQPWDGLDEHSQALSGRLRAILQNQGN
# mIAP inh = mouse IAP inhibition; inhibition, % at 10 µM; 330,000 tested, 0.2% active; purified mouse IAP, CDP-Star luminescence, 30 min; AID 2806;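 active = inhibition of at least 40% at 10 µM in the primary screen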;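 note: plate controls were DMSO with enzyme for no effect and no enzyme wells for full effect; values of inactives mirror those of a sister screen read the other way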
# A3G deaminase = blocks human APOBEC3G single-stranded DNA deamination. Q9HC16. inhibition, % at 20 µM. AID 493012. recombinant A3G, ssDNA deamination FAM/TAMRA fluorescence. 330,000 tested, 0.28% active;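 active = inhibition of at least 40% at 20 µM, with no more than 30% in the related APOBEC3A deaminase screen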;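 note: plate controls were DMSO wells with A3G for no effect and wells lacking A3G enzyme for full effect; some compounds called inactive have numbers as strong as hits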
# Target sequence (Q9HC16 whole entry, looked up): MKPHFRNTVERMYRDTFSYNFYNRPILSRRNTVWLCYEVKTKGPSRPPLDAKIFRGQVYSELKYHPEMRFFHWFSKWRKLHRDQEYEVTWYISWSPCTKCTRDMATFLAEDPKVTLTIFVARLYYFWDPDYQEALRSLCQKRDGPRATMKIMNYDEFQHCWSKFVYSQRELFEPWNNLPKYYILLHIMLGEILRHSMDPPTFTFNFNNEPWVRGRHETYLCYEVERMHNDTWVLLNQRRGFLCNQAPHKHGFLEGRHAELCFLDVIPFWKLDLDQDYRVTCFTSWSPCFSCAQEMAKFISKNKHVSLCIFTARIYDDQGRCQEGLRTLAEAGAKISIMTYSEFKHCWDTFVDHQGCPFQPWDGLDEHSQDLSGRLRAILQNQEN
# * hit, by the source's call.
SMILES,hIAP activ,NLRP3 yeast inh,hIAP block,beta cell repl,SENP1 FRET inh,mIAP act,A3A deaminase,mIAP inh,A3G deaminase
COc1ccc(NC2=Nc3ccccc3N3C2=Nc2c(c(C)nn2-c2ccc(C)cc2)C3c2cccnc2)cc1 (stereo not given),1,6,-1,-6,-28,0.91,2,9,-1
Cc1cccc2sc(NC(=O)C3CCCN(S(=O)(=O)c4cccc5nonc45)C3)nc12 (stereo not given),0.85,14,15,0,23,0.88,-5,12,-7
CCOc1ccc(S(=O)(=O)NCCC(=O)OCN2C(=O)c3ccccc3C2=O)cc1,0.79,-7,21,-2,2,0.95,0,5,-3
Cc1ccc(/C=C/C(=O)Nc2cc(S(=O)(=O)N3CCOCC3)ccc2N2CCOCC2)cc1,0.99,29,1,-2,0,0.91,0,9,2
COC(=O)c1cn(C(=O)c2ccc(C)cc2)c2ccccc12,0.94,-6,6,2,5,0.94,-5,6,-4
O=C(NC1CCCCC1)c1ccc(N2CCCC2=O)cc1,1,-3,-4,0,2,1.1,-3,-6,-4
CCN(CC)c1ccc(NC(=O)Nc2cccc(C(C)=O)c2)cc1,0.86,0,14,-5,-2,0.99,-3,1,-3
CCOc1ccc(NC(=O)c2cc3ccccc3cc2OC)cc1,0.88,22,12,-1,-4,1,3,-2,0
CC(Sc1nnc(C2CC2)n1C1CC1)C(=O)NCc1cccs1 (stereo not given),0.79,19,21,-2,-2,0.98,-3,2,-6
COc1cccc(C(=O)Nc2ccc(C(=O)NCC3CCCO3)cc2)c1 (stereo not given),0.93,-1,7,-2,1,0.97,0,3,-7
CCOc1ccccc1NC(=O)NC1Cc2ccccc2C1,0.96,21,4,-4,2,1.1,2,-6,-6
Cc1ccc2[nH]c(-c3ccccc3)c(CN3CCCC3)c(=O)c2c1,1.1,25,-11,-2,-9,1,1,-2,-3
O=C(COc1ccc(Cl)cc1)Nc1ccccc1CO,1.1,21,-6,-2,0,1,5,-1,-2
CCN(CC)C(=O)OCCc1cc2ccccc2c(=O)o1,1,8,-4,-4,-1,1,-1,-1,-5
CSc1nc(C)c(C(=O)C[n+]2ccccc2)cc1C#N,1,-8,0,-1,0,1.1,0,-6,-2
CCN(C=NC1=NN(c2cccc(C(F)(F)F)c2)CC1)CC,0.95,11,5,0,2,0.96,-2,4,1
CCCCN(C(=O)Nc1ccc(Cl)cc1)C1CCN(C(C)=O)CC1,0.83,-23,17,-3,2,0.98,-1,2,-2
Cc1ccc(-n2nc(-c3cccs3)cc2C(=O)NCC2CCCO2)c(C)c1 (stereo not given),1.1,5,-11,-3,-2,1,-2,-3,-5
CC(=O)N1CCOc2ccc(S(=O)(=O)N3CCC(C(=O)Nc4ccc(C)cc4C)CC3)cc21,1.2,13,-21,-2,3,1.2,4,-16,2
O=C(N/N=C/c1ccc(OC(=O)c2ccccc2)c([N+](=O)[O-])c1)c1ccc(O)cc1,0.81,-17,19,-6,3,1,1,-1,-2
NS(=O)(=O)c1ccc(CCNC(=O)CCc2ccccc2)cc1,1.1,15,-8,1,0,0.98,-3,2,-9
Cc1ccc(NC(=O)CN(C)C(=O)CCOc2ccccc2C)cc1,0.97,9,3,-1,4,1,-1,-4,-10
COc1ccc(S(=O)(=O)N2CCCCC2)cc1NC(=S)Nc1cccc(Cl)c1C,1.1,5,-8,-4,1,1,-3,-3,-5
CC1CCC(C(C)C)C(OC(=O)CSc2nnc(N)s2)C1 (stereo not given),0.79,18,21,-3,1,1,2,-4,5
COc1ccc(/C=C\c2cc(OC)c(OC)cc2CC[N+](C)(C)C)cc1OC,0.97,12,3,-1,2,1,50,-3,48
# Other results follow.
SMILES,hIAP activ,NLRP3 yeast inh,hIAP block,beta cell repl,SENP1 FRET inh,mIAP act,A3A deaminase,mIAP inh,A3G deaminase
ONC(=Nc1cccc(C(F)(F)F)c1)c1cccnc1,0.86,12,14,0,2,1.1,-6,-10,-15
Cc1c(-c2ccc(F)cc2)[n+](=O)c2c(n1[O-])CCCCC2,0.99,4,1,2,2,1,-1,-3,-3
CCOC(=O)COc1ccc(S(=O)(=O)N2CCN(c3ccccc3)CC2)cc1,1.3,-2,-34,-2,1,0.94,-2,6,-1
CCC(CC)NC(=O)c1ccc(NS(=O)(=O)c2ccc3[nH]c(=O)[nH]c3c2)cc1,0.85,5,15,1,-1,0.97,-4,3,-4
Cc1nn(C(C)C(=O)c2cccc(Cl)c2)c(C)c1[N+](=O)[O-] (stereo not given),1.2,6,-18,3,0,0.92,-1,8,-3
CCOC(=O)N1CCN(S(=O)(=O)c2ccc(OC)c(C(=O)N3CCCCC3)c2)CC1,1.1,20,-9,1,1,1.1,4,-9,2
O=C(NCN1C(=O)C2C3C=CC(C3)C2C1=O)Nc1nncs1 (stereo not given),1,3,-1,-1,0,1.1,2,-9,-3
CCNC(=O)CC1C(=O)N(c2ccc(F)cc2)C(=O)N1Cc1ccc(OC)cc1 (stereo not given),0.89,8,12,-2,3,0.98,27,2,-2
COc1ccc(CNc2n[nH]c(NCc3ccc(OC)c(OC)c3)n2)cc1OC,0.78,16,22,-2,0,1,-1,-1,-2
CC(C)n1cnc2c(Nc3cccc(Cl)c3)nc(NCCCO)nc21,0.88,2,12,4,-1,1,-2,-2,-8
COc1cc2[nH]c(=O)n(CCC(=O)N3CC=C(c4ccccc4)CC3)c(=O)c2cc1OC,0.89,-15,11,-3,0,0.87,4,13,4
CC(O)Cn1c(N2CCCC2)nc2c1c(=O)n(C)c(=O)n2C (stereo not given),0.96,7,4,-1,-1,1.1,-7,-10,-6
N/C(CSc1nc(-c2ccccc2)c(-c2ccccc2)o1)=N\O,0.93,-49,7,6,-7,0.99,-4,1,-7
COc1ccccc1C(=O)NC(CCSC)C(=O)NC1CC1 (stereo not given),1.1,-7,-10,1,0,1.1,-6,-5,-4
CCCCCCCCOC(=O)C[N+](C)(C)C/C=C(/C)Cl,0.87,-7,13,-4,1,0.89,-1,11,-7
CCC(=O)N(c1ccc(C(=O)O)cc1)c1nc(-c2ccc(OC)cc2)c(C)s1,1.1,19,-10,2,1,0.98,0,2,-7
CC(C)(CO)Nc1nc(Cl)nc(NC2CCCCC2)n1,1.1,9,-10,1,0,1.1,-2,-6,-5
COc1ccc(C2=NN(C(=O)CSc3nc4ncc(Cl)cc4[nH]3)C(c3ccco3)C2)cc1 (stereo not given),1,10,0,1,-18,0.67,1,33,-5
COc1ccc(NC(=O)CSc2nnc(C)c(=O)n2N)cc1,1.3,10,-34,-1,1,0.97,1,3,-7
COCCNC(=O)c1ccc2c(c1)ncn2-c1ccc(F)c(F)c1,0.91,1,9,-1,3,0.96,0,4,1
CN(CC(=O)Nc1ccccc1Br)C(=O)c1ccccc1OCc1ccc(F)cc1,1.1,19,-14,0,2,0.94,0,6,-6
O=C(Cn1cc2c(n1)CCCC2)NCc1cccnc1,0.98,4,2,0,-1,0.9,-2,10,-2
COc1cccc(NC(=O)N2CCCc3ccccc32)c1,0.97,5,3,-2,-1,0.94,1,6,-3
O=C(Nc1ccccc1C(=O)Nc1ccccc1)c1ccccc1Br,1.6,-2,-56,-4,3,0.91,0,9,-4
CCOC(=O)N1CCN(c2nc(C)c3c(n2)CC(C)CC3=O)CC1 (stereo not given),0.9,12,10,0,1,1.1,-2,-7,-6

# Record cards (already shown). Values in the order: hIAP activ | NLRP3 yeast inh | hIAP block | beta cell repl | SENP1 FRET inh | mIAP act | A3A deaminase | mIAP inh | A3G deaminase
# Profile of CCN(CC)c1ccc(NC(=O)Nc2cccc(C(C)=O)c2)cc1 → 0.86 | 0 | 14 | -5 | -2 | 0.99 | -3 | 1 | -3
# Profile of CCOC(=O)COc1ccc(S(=O)(=O)N2CCN(c3ccccc3)CC2)cc1 → 1.3 | -2 | -34 | -2 | 1 | 0.94 | -2 | 6 | -1

# Later entries
SMILES,hIAP activ,NLRP3 yeast inh,hIAP block,beta cell repl,SENP1 FRET inh,mIAP act,A3A deaminase,mIAP inh,A3G deaminase
CN(CCO)c1cc(Sc2nc3ccccc3s2)c2nonc2c1[N+](=O)[O-],0.97,62*,3,-6,11,0.9,-13,10,14
COc1ccc(NC(=O)CN2C(=O)COc3ccc(S(=O)(=O)N4CCCCC4)cc32)c(OC)c1,1.2,-3,-21,4,2,1,1,-1,-4
COc1cccc(OCCNC(=O)c2cccc(OC)c2)c1,1,20,-2,0,0,0.96,0,4,-1
Cc1ccccc1-n1nnnc1SC1CCOC1=O (stereo not given),0.97,4,3,-1,2,1.1,-8,-9,-10
COc1ccc2nc(SC(C(=O)c3ccccc3)c3ccccc3)nc(C)c2c1 (stereo not given),1,-28,-2,1,-1,0.99,-2,0,-7
COc1ccc([N+](=O)[O-])cc1NC(=O)c1ccccc1SC,1,27,-3,-2,0,0.99,1,0,-6
Cc1nc2c(-c3ccccc3)c(C)nn2c(SCC(N)=O)c1Cc1ccccc1,1.2,4,-18,-4,4,1,-2,-2,-9
COc1ccc(CCN2CC(C(=O)NCCc3ccccc3)CC2=O)cc1OC (stereo not given),1.1,5,-11,1,2,1.1,8,-10,3
CC1CCN(CC(=O)Nc2ccc(Br)cc2[N+](=O)[O-])CC1,0.87,8,13,1,2,0.98,1,2,1
COc1ccc(S(=O)(=O)Cc2ccc(C(=O)NCc3ccc(C)cc3)o2)cc1,1.3,11,-26,-1,1,0.97,-6,3,-8
COc1cc(OC)cc(C(=O)N2CCN(S(C)(=O)=O)CC2)c1,1.1,5,-14,1,0,1,-2,-2,-2
O=C(N/N=C/c1ccccn1)C(O)c1ccccc1 (stereo not given),1,14,-2,-2,2,1,-2,-1,-4
COc1ccc(CCNC(=O)CN2C(=O)c3ccccc3S2(=O)=O)cc1,1.1,17,-11,-2,-1,1.1,-2,-6,-7
O=C(CN1C(=O)NC2(CCCC2)C1=O)N1CCN(S(=O)(=O)c2ccc(Cl)cc2)CC1,0.86,7,14,-2,-1,1,4,-3,-1
Cc1ccc(C)c(S(=O)(=O)N2CCN(C(=O)/C=C/c3ccco3)CC2)c1,1,5,-3,0,-15,1,1,0,-1
CC(=O)C(=Cc1cn(-c2ccccc2)nc1-c1ccccc1)C(C)=O,1,5,0,-6,1,0.97,-2,3,-1
Cn1ncc(Cl)c1C(=O)N1CCN(S(=O)(=O)c2ccc(F)cc2)CC1,1.2,10,-23,2,1,1,0,-1,-5
Cc1nc(-c2ccccc2)ccc1C(=O)O,0.98,-1,2,-2,-1,1,-2,-3,-5
CCOC(=O)c1ccc(NC(=O)NCc2cccnc2)cc1,1.1,11,-13,-2,-1,1.2,-3,-16,-4
COc1cccc(/C=C2\Oc3cc(OCC(=O)N4Cc5ccccc5C[C@H]4C(=O)O)ccc3C2=O)c1,0.86,11,14,-4,-8,0.9,-2,10,11
COCCNC(=O)C(=O)Nc1ccc(Br)cc1,0.97,2,3,-2,1,1,-4,-4,-10
Cc1ccccc1CNS(=O)(=O)c1c(C(=O)N2CCCCC2)c(C)n(C)c1C,1.1,14,-10,0,2,0.93,-3,7,-5
COc1ccc(/C=C2\N=C(SC)N(C)C2=O)cc1,0.85,23,15,1,-4,1.1,-3,-7,-5

# Taken from above:
# A3A deaminase, COc1ccc(/C=C2\N=C(SC)N(C)C2=O)cc1 = -3
# mIAP inh, CC1CCN(CC(=O)Nc2ccc(Br)cc2[N+](=O)[O-])CC1 = 2
# hIAP block, CCOC(=O)c1ccc(NC(=O)NCc2cccnc2)cc1 = -13

# Some of the compounds tested, so the mix of outcomes need not match the whole.
